Screening data (PubChem)
FBPA coupling cs: qHTS Assay for Inhibitors of Fructose-1,6-bisphosphate Aldolase from Giardia Lamblia: Coupling assay counterscreen; 290,000 tested, 0.67% active; AID 2472, 2010; activity change, negative = inhibition, % at 58.2 µM, hits read low; coupling enzyme system counterscreen, AmpLite Red fluorescence; in the data active = activity change below about -30%; also: % is scaled to controls: 0 for no effect and ±100 for the full control effect
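Counterscreen lacking aldolase: glyceraldehyde-3-phosphate coupling-enzyme reagent preincubated 10 min at RT with compound (at 57.5 uM final), then substrate/coupling system with AmpLite Red added; fluorescence read at 525/598 nm after 20 min RT.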
A-T KAP1 phos: qHTS Assay for Identifying a Potential Treatment of Ataxia-Telangiectasia; Potency, µM (highest dose often 57.5 µM), for the others: top-dose activation, most hits filed as activators; […] A-T fibroblasts, KAP-1 phosphorylation AlphaLISA; neocarzinostatin DNA damage 30 min before lysis; 320,000 tested, 0.19% active; also: potency is read from the fitted curve at half-maximal effect; % of control where 0% means no effect; nearly all actives have a fitted effect of over 45% in size
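hTERT-immortalized A-T patient fibroblasts ([…]), 500 cells/well in OPTI-MEM, 1% FBS, got compounds for 60 min, then NCS for 30 min at 37C. Lysates were then assayed for phospho-KAP-1 by AlphaLISA (anti-pKAP1 donor, anti-KAP1 acceptor beads), 6 hr at 25C.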
TRPV1 ag: HTS Assay for Compounds that Act as Agonists of the Vanilloid Receptor 1 | Transient receptor potential cation channel subfamily V member 1 (Homo sapiens), Q8NER1 | TRPV1-expressing cells, Fluo-8 calcium influx, agonist mode | 320,000 tested, 0.19% active | activation, % at 8.33 µM; in the data active = activation above about 80%; inconclusive = between about 30% and that limit; also: 0% is about no effect
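Fluo-8 calcium influx in TRPV1-expressing cells, kinetic read (ex 480/em 520 nm). Compound added and read 3 min for agonist activity, followed by capsaicin at EC20 final and 2 min further read for enhancement.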
GALK inh: qHTS Assay for Inhibitors of Human Galactokinase (GALK). Purified GALK, Kinase-Glo residual ATP luminescence. P51570. Potency, µM (titrated, usually from 57.5 µM), inactives show top-dose activity change, negative = inhibition, actives largely listed as inhibitors. 270,000 tested, 0.007% active; also: potency is read from the fitted curve at half-maximal effect; % is scaled to controls: 0 for no effect and ±100 for the full control effect
Target sequence (P51570 whole entry, looked up): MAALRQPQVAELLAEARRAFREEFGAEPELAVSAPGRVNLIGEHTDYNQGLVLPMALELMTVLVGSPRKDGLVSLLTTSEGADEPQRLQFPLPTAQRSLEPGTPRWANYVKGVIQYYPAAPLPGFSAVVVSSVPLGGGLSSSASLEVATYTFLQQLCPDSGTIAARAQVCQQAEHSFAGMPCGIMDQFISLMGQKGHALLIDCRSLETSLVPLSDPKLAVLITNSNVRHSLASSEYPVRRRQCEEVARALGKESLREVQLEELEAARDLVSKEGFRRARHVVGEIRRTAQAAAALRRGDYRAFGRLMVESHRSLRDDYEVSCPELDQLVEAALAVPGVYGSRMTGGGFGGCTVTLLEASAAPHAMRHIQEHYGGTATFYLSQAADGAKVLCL
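ATP-depletion format; final 35 uM ATP, 100 uM D-galactose, 5 nM enzyme; pH 8.0 HEPES/Mg2+ buffer; 60 min RT; luminescence read 10 min after detection reagent.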
hERG WT inh: qHTS for Inhibitors of KCHN2 3.1: Wildtype qHTS. Voltage-gated inwardly rectifying potassium channel KCNH2 (Homo sapiens), Q12809. U2OS, BacMam KCNH2, thallium flux FluxOr; active compounds read low. activity change, % at 1.84 µM. 340,000 tested, 0.37% active. AID 720551, 2013;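 active = maximum activity change below -70%; inconclusive = maximum activity change between -70% and -50%; inactive = maximum activity change above -50%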; also: % is scaled to controls: 0 for no effect and ±100 for the full control effect
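U2OS cells transduced with wild-type KCNH2 virus are loaded with FluxOr dye for 45 min, and thallium flux is measured in kinetic reads before and after stimulation buffer. Rate constants are normalized to DMSO controls.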
ASM inhibitor: Inhibitors of Secretory Acid Sphingomyelinase (S-ASM): qHTS; placental ASM, HMU-PC fluorogenic substrate, 60 min; Potency, µM (highest dose often 57.5 µM), inactives show at the top dose activity change, negative = inhibition, most hits filed as inhibitors; 340,000 tested, 0.006% active; AID 504937, 2011; also: potency is read from the fitted curve at half-maximal effect
Target sequence (P17405 47-631 limits assumed): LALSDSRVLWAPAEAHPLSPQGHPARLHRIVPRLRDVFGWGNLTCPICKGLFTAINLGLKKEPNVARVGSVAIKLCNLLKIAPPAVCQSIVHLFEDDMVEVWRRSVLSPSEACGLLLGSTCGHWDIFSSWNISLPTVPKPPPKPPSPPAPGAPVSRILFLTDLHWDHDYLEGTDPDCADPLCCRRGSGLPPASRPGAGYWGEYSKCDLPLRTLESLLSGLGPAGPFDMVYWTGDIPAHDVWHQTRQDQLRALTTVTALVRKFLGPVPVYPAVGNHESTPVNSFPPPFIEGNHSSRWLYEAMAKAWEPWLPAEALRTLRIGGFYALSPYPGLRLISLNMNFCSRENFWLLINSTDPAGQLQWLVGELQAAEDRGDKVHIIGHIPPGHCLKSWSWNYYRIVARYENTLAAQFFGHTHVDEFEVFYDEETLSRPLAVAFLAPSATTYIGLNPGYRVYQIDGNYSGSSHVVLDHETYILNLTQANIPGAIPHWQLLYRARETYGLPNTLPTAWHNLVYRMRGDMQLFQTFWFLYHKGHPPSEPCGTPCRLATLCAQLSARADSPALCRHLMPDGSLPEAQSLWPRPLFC
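qHTS format. ASM enzyme prepared from human placenta hydrolyses the fluorogenic substrate HMU-PC0 (9 uM final) over 60 min at 37 °C after a 10 min compound preincubation.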
MBNL1 CUG block: qHTS Assay for Inhibitors of MBNL1-poly(CUG) RNA binding; Muscleblind-like protein 1 (Homo sapiens), Q9NR56; TR-FRET MBNL1-His/biotin-(CUG)12 binding, 665/545 ratio; Potency, µM (top dose mostly 57.5 µM), inactives show at the highest dose activity change, negative = inhibition, hits mostly inhibitors; 280,000 tested, 0.036% active; AID 2675, 2010; active = well fitted inhibition curve with a large enough effect in the signal ratio, with a control signal flat, not every such curve was filed as active; inconclusive = small, poorly fitted or top-dose-only effect, or effect the other way, or a change in a side signal; inactive = no such curve, though single readings can be large or run the other way; the % refers to the signal ratio; also: potency is read from the fitted curve at half-maximal effect; % is scaled to controls: 0 for no effect and ±100 for the full control effect
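Compounds (final 92 nM to 58 uM) are added to His-tagged MBNL1 and biotin-(CUG)12, then terbium anti-His antibody and streptavidin-XL665 (5 nM final). After 60 min at room temperature, the 665/545 nm ratio is read.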
KCNH2 3.1 block: qHTS for Inhibitors of KCHN2 3.1: Mutant qHTS | U2OS KCNH2 3.1, thallium flux FluxOr; active compounds read low | activity change, % (tested at about 1.8 µM) | 340,000 tested, 0.95% active | AID 720553, 2013;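 active = maximum activity change below -70%; inconclusive = maximum activity change from -70% to -50%; inactive = maximum activity change above -50%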;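 also: thallium influx rate constant from kinetic fluorescence after stimulation buffer; % is scaled to controls: 0 for no effect and ±100 for the full control effect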
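Steps: virus added to U2OS suspension (4 h, RT, dark); medium with 10% FBS added, cells plated, 37 C overnight; FluxOr/Red40 loading buffer 45 min RT; stimulation buffer, 2 min kinetic read; rate constant normalized.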
Integrin act MD: qHTS for Activators of Integrin-Mediated Alleviation for Muscular Dystrophy; Potency, µM (highest dose often 38.3 µM), inactives show at the highest dose activation, most hits filed as activators; 350,000 tested, 0.064% active; alpha7betagal myoblasts, beta-gal FDG fluorescence, 48 h;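 also: potency is read from the fitted curve at half-maximal effect; 100% = response of the positive control SU9516; nearly all actives have a fitted effect of over 60% in size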
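Alpha7betagal+/- myoblasts (passage 13) were plated 16-24 hr, then exposed to compounds (1:260 dilution of DMSO stock) for 48 hours at 37C. After MPER lysis, β-galactosidase reporter activity was read as FDG fluorescence (ex 480/em 540) after 30 minutes.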
CXXC DNA block: qHTS Fluorescence Polarization Assay for Inhibitors of MLL CXXC domain - DNA interaction | MLL-CXXC / FITC-HOXA9 DNA fluorescence polarization | Potency, µM (titrated, usually from 115 µM), inactives show at the highest dose activity change, negative = inhibition, hits mostly inhibitors | 290,000 tested, 0.037% active; active = well fitted inhibition curve with a large enough effect in the polarisation, with a control signal flat, not every such curve was filed as active; inconclusive = small, poorly fitted or top-dose-only effect, or effect the other way, or a change in a side signal; inactive = no such curve, though single readings can be large or run the other way; the % refers to the polarisation; also: potency is read from the fitted curve at half-maximal effect
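Steps: dispense CXXC domain solution (7 uM) → pin compounds or unlabeled HOX-A9 DNA control → 5 min ambient → add FLSN-HOX-A9 solution (50 nM) → spin → 30 min ambient → fluorescence polarization. Tris pH 7.5/NaCl/DTT/BSA buffer.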
* marks the source's active call; other numbers are inactive results; ? = inconclusive; . = not tested or not shown; [ ] = another dose, or the depositor's remark. Unless noted, calls follow the shape of the dose curve; as a rule, active = well fitted curve in the direction sought with a large enough effect; inconclusive = small, poorly fitted or top-dose-only effect, or another doubt; inactive = no such curve, though single readings can be large; an effect the other way counts as inactive or inconclusive.

SMILES	FBPA coupling cs	A-T KAP1 phos	TRPV1 ag	GALK inh	hERG WT inh	ASM inhibitor	MBNL1 CUG block	KCNH2 3.1 block	Integrin act MD	CXXC DNA block
O=C(NCc1cccnc1)/C(=C/c1ccc(-c2cccc(Cl)c2)o1)S(=O)(=O)c1ccccc1	2	15%	-9	0%	12	3%	-2%	1	-28%	-14%
COc1ccc(Cn2c(=N)c(C(=O)NCC3CCCO3)cc3c(=O)n4ccccc4nc32)cc1 (stereo not given)	-2	16%	?	.	5	194%[activator]	?	-7	2%	0%
Cc1ccc(C(=O)Nc2cc(Cl)ccc2Oc2ccccc2)cc1[N+](=O)[O-]	3	10%	-1	-2%	4	-7%	-15%	?	27%	1%
CCC(=O)c1cn([C@H](CCC(OC)OC)CC(=O)OC(C)(C)C)cc1CC	.	3%	?	.	2	11%	.	7	13%	.
Cc1ccc(CCNC(=O)C2CCC(=O)N(CC3CCCCC3)C2)cc1 (stereo not given)	3	3%	28	-5%	1	.	-18%	-8	-3%	?
Cc1nn(CCCC(=O)NCc2ccccc2Cl)c(=O)c2nccn12	3	8%	-2	.	4	-2%	9%	4	-6%	.
Cc1ccc(-c2nnc(N3CCCCC3)c3ccccc23)cc1	4	-8%	?	9%	2	0%	2%	20	-65%[inhibitor]	7%
COCCNC(=O)CN1C(=O)/C(=C/c2ccccc2)Oc2ccc(C(C)(C)C)cc21	0	1%	28	0%	14	425%[activator]	16%	4	5%	27%
CCN(CC(=O)NCc1ccc(F)cc1)C(=O)/C=C/c1ccc(OC)cc1	-1	3%	20	0%	6	-1%	6%	-12	10%	-4%
O=C(c1ccccc1C(=O)N1CCN(c2ccccc2F)CC1)N1CCN(c2ccccc2F)CC1	3	-4%	2	-4%	2	0%	9%	4	-1%	7%
O=C(O)c1cccc(NS(=O)(=O)c2cccc3cccnc23)c1	11	1%	-1	2%	6	5%	10%	16	-7%	-8%
COc1cc(CN2CCNC(=O)C2CC(=O)NCCc2ncccc2C)cc(OC)c1 (stereo not given)	-17	9%	1	-3%	-9	1%	-1%	-8	-43%	-6%
Cc1cc(C)c2c(CN3CCOCC3)cc(=O)oc2c1C	-1	-3%	?	.	3	-3%	-4%	-2	-17%	10%
NC(=O)C1(N2CCCCC2)CCN(c2nc(-c3ccc(Br)cc3)cs2)CC1	1	.	10	0%	5	-12%	-2%	-18	18%	2%
O=C(CSc1ccccn1)N1CCN(c2ccc(Cl)cc2)CC1	-1	-1%	?	-1%	7	-1%	2%	-6	-10%	-5%
CC(OC(=O)CN1C(=O)c2ccccc2C1=O)C(=O)NC1CCCC1 (stereo not given)	0	-3%	-1	3%	2	-4%	14%	-7	12%	?
S=c1sc2c(Cl)ncnc2n1-c1ccccc1	4	-9%	2	-4%	.	-2%	1%	0	-70%[inhibitor]	0%
COc1ccccc1Nc1nc(C)cc(C)n1	0	4%	1	0%	-8	10%	-3%	26	2%	-7%
CCOc1ccc(NC(=S)N(CCc2c(C)[nH]c3ccccc23)Cc2cccnc2)cc1	1	-9%	-3	.	5	-1%	15%	-8	24%	36%[activator]
O=C(NCC(c1ccc(F)cc1)N1CCOCC1)c1ccc([N+](=O)[O-])o1 (stereo not given)	.	2%	.	.	-13	0%	.	.	-39%[inhibitor]	.
CSc1nc(NC(C)(C)C)nc(N2CCOCC2)n1	-2	-5%	19	-5%	1	1%	0%	-6	2%	0%
O=C(O)c1cnn(-c2nc(-c3ccc(F)cc3)cs2)c1C(F)(F)F	16	0%	2	-2%	-16	2%	4%	-4	0%	6%
CN1C[C@@H]2[C@@H]3C(=O)N(Cc4ccccc4)C(=O)[C@@H]3[C@](Cc3ccccc3)(C1=O)N2C(=O)c1ccc(Cl)cc1	.	.	.	.	6	0%	.	-30	7%	.
COc1cccc(N=Nc2c(=O)[nH]n3c(=O)c4c([nH]c23)CCC4)c1	0	-33%	1	2%	-3	1%	?	10	5%	-29%
CC(C)CC(C(=O)O)C(C)CC(=O)Nc1ccn(-c2ccccc2)n1 (stereo not given)	-2	1%	-2	1%	0	0%	-5%	31	11%	1%

Brought forward from above: 3 entries, followed by the next part.
SMILES	FBPA coupling cs	A-T KAP1 phos	TRPV1 ag	GALK inh	hERG WT inh	ASM inhibitor	MBNL1 CUG block	KCNH2 3.1 block	Integrin act MD	CXXC DNA block
CN1C[C@@H]2[C@@H]3C(=O)N(Cc4ccccc4)C(=O)[C@@H]3[C@](Cc3ccccc3)(C1=O)N2C(=O)c1ccc(Cl)cc1	.	.	.	.	6	0%	.	-30	7%	.
COc1cccc(N=Nc2c(=O)[nH]n3c(=O)c4c([nH]c23)CCC4)c1	0	-33%	1	2%	-3	1%	?	10	5%	-29%
CC(C)CC(C(=O)O)C(C)CC(=O)Nc1ccn(-c2ccccc2)n1 (stereo not given)	-2	1%	-2	1%	0	0%	-5%	31	11%	1%
COc1ccc(C)c2sc(NC(=O)C3=COCCO3)nc12	-10	3%	17	-2%	.	.	5%	.	.	-1%
COc1ccc(CCNC(=O)CN2CCN(c3ccccc3Cl)CC2)cc1	4	5%	2	0%	2	1%	-7%	-5	-1%	-1%
O=C(O)Cn1cnc2scc(-c3ccccc3)c2c1=O	-1	-1%	-7	0%	-3	-1%	1%	6	-26%	-1%
COc1cc(C(=O)N(Cc2cccnc2)Cc2cc3cc4c(cc3[nH]c2=O)OCCO4)cc(OC)c1OC	-50*	26%	-1	3%	0	76%[activator]	0%	8	5%	14%
COc1cccc(N2C(=O)C(CC(=O)Nc3ccc(F)cc3)N(C3CCCCC3)C2=O)c1 (stereo not given)	0	-1%	6	0%	0	0%	1%	-3	5%	-6%
CCC(CC)C(=O)Nc1ccc(Nc2ccccc2)cc1	0	-2%	0	1%	-10	0%	-3%	10	-18%	8%
Cc1ccc(-n2c(=O)[nH]c3c(C(N)=O)nc(C(C)C)nc32)cc1	3	3%	16	-1%	-7	28%	1%	-3	-23%	-7%
COc1ccc(N2CCN(C(=O)COC(=O)c3cccc(S(=O)(=O)Nc4cccc(C)c4)c3)CC2)cc1	.	-6%	-1	.	5	-3%	.	-13	-48%[inhibitor]	.
COc1ccc(S(=O)(=O)N2CCCN(CC(=O)Nc3ccccc3F)CC2)cc1	-1	4%	4	6%	3	-3%	-3%	-2	-40%	-6%
O=c1c2ccccc2c(/C=N/c2n[nH]c(CCCO)n2)c(O)n1-c1ccccc1Cl	-1	-5%	?	-1%	13	26%	?	-7	-12%	4%
O=C(O)CC(NC(=O)C(c1ccccc1)c1ccccc1)c1ccc(F)cc1 (stereo not given)	8	2%	3	-1%	-4	3%	-5%	20	26%	7%
Cc1ccc(CN(C)C(=O)c2cc(Br)c(Br)s2)o1	0	-2%	15	-2%	11	-2%	1%	7	42%	1%
CCOC(=O)C1CCCN(c2cc(C)nc3cc(-c4ccc(Cl)cc4)nn23)C1 (stereo not given)	0	-3%	9	-5%	-5	-2%	8%	-15	-1%	2%
Cc1ncc(CC(=O)n2cc(C(=O)c3cc(Cl)ccc3O)cn2)s1	4	2%	?	7%	4	0%	8%	-23	44%	1%
O=C(CN1C(=O)c2ccccc2C1=O)NC(Cc1ccccc1)C(=O)O (stereo not given)	.	.	.	.	-9	4%	.	4	-5%	.
Cc1ccc(S(=O)(=O)NC2CCC(C(=O)O)CC2)cc1 (stereo not given)	2	8%	-2	0%	-13	6%	-1%	-13	0%	-8%
COCCn1c(SCC(=O)NCc2cccs2)nnc1-c1ccc(OC)cc1	-2	-8%	3	-3%	47	0%	-3%	5	-2%	-4%
CCSc1nsc(NC(=O)Nc2ccccc2Cl)n1	.	.	.	.	4	-16%	.	-2	30%	.
Cc1nnc(SCC(=O)N2c3ccccc3Sc3ccccc32)n1N	7	-2%	1	0%	-7	0%	3%	7	-4%	1%
COc1cccc(CNC(=O)Cn2nc(-c3ccc(Cl)cc3)ccc2=O)c1	0	5%	19	0%	7	-10%	2%	-34	15%	-1%
Cc1ccc(-n2nnnc2CNC(=O)C2CC(=O)N(c3ccccc3)C2)cc1C (stereo not given)	0	0%	1	4%	2	2%	3%	8	-10%	1%
